SENP7 inh: SENP7 protease inhibitors, primary screen, biochemical, luminescence, uHTS. AID 434973, 2010. Sentrin-specific protease 7 (Homo sapiens), Q9BQF6. recombinant SENP7, Z-RLRGG-aminoluciferin luminescence, 40 min. inhibition, % at 5 µM. 330,000 tested, 1.5% active;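 active means inhibition above about 50% at the single test dose, limit read from the data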;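 further: plate controls were DMSO with enzyme for no effect and no enzyme buffer wells for full effect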
Target sequence (Q9BQF6 706-1050 limits assumed): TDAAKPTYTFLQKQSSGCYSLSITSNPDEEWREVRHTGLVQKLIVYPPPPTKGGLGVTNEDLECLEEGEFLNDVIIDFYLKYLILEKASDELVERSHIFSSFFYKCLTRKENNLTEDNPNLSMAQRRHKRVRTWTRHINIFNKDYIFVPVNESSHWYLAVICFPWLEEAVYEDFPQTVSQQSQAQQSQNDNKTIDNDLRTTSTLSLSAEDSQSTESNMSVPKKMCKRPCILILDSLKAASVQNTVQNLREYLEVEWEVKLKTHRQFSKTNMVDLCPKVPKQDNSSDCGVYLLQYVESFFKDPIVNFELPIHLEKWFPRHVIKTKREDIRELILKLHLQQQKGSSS
A3G deaminase: APOBEC3G DNA deaminase inhibitors, primary screen, biochemical, fluorescence, single-stranded DNA substrate, uHTS; DNA dC->dU-editing enzyme APOBEC-3G (Homo sapiens), Q9HC16; 330,000 tested, 0.28% active; inhibition, % at 20 µM; recombinant A3G, ssDNA deamination FAM/TAMRA fluorescence;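 active means inhibition of at least 40% at 20 µM, with no more than 30% in the related APOBEC3A deaminase screen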;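 further: plate controls were DMSO wells with A3G for no effect and wells lacking A3G enzyme for full effect; some compounds called inactive have numbers as strong as hits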
Apaf-1 inh: inhibitors of human Apaf-1 apoptosome, primary screen, biochemical, DEVD-Rh110 fluorescence, uHTS. reconstituted apoptosome caspase-3 activity. inhibition, % at 20 µM. 330,000 tested, 0.71% active. AID 489030, 2010; active means inhibition of at least 40% at 20 µM;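 further: plate controls were DMSO wells for no effect and DEVD-CHO caspase inhibitor wells for full effect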
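Medium: Hepes buffer, pH 7.5 / System: biochemical Apaf-1 apoptosome reconstitution / Measured by: Rh110 fluorescence, excitation 480 nm, emission 540 nm / Times: compound with Apaf-1, dATP, procaspase-3 30 min, then 50 min reaction, room temperature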
SENP6 block: SENP6 protease inhibitors, primary screen, biochemical, luminescence, uHTS; Sentrin-specific protease 6 (Homo sapiens), Q9GZR1; Recombinant SENP6 catalytic domain, aminoluciferin luminescence; inhibition, % at 10 µM; 330,000 tested, 1.8% active; AID 2599, 2010;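 active means inhibition above about 50% at the single tested dose, limit read from the data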;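 further: plate controls were DMSO wells with enzyme for no effect and DMSO wells lacking enzyme for full effect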
SENP8 block-1: human SENP8 protease inhibitors, primary screen, biochemical, fluorescence, Nedd8 protein substrate, uHTS; Sentrin-specific protease 8 (Homo sapiens), Q96LD8; recombinant SENP8; AID 602440, 2012; 360,000 tested, 0.64% active; inhibition, % at 20 µM; in the data active means inhibition mostly above about 40%, no sharp cut-off; inactive means mostly below about 27%
Target sequence (Q96LD8 whole entry, looked up): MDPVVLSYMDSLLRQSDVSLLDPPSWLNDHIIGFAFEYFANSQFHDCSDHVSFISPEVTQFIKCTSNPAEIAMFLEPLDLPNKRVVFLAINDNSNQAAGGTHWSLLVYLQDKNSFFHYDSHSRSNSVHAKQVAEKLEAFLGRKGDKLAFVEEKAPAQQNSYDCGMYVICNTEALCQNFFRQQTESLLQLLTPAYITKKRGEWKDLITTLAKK
SENP1 inh: human SENP1 catalytic domain inhibitors, primary screen, biochemical, FRET, uHTS; Sentrin-specific protease 1 (Homo sapiens), Q9P0U3; 360,000 tested, 0.21% active; inhibition, % at 10 µM; recombinant SENP1 catalytic domain, CyPet-SUMO1-YPet FRET cleavage;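 active means inhibition at least 30% at 10 µM, raw YFP signal under a set limit, fluorescence ratio 0.5 to 1.5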;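 further: 0% = enzyme with DMSO and 100% = no enzyme wells; some results filed as inactive read as strong as hits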
Target sequence (Q9P0U3 419-644 limits assumed): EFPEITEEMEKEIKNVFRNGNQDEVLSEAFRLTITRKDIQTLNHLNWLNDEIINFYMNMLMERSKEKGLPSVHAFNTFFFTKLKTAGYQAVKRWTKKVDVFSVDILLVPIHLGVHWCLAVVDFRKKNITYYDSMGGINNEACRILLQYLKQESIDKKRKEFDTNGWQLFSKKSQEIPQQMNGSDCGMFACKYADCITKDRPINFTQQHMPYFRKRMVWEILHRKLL
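material = recombinant human SENP1 catalytic domain, His6-tagged | quantity = 20 pM enzyme | reagent = 25 nM SUMO1 FRET substrate | compound dosing = 10 µM single point, 0.5% DMSO | timing = 50 min enzyme reaction, room temperature, light-protected | detection = FRET, CFP and YFP emission | control set = no-enzyme low, enzyme-DMSO high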
UBC13 inh: UBC13 polyubiquitin chain formation inhibitors, primary screen, biochemical, TR-FRET, uHTS | Ubiquitin-conjugating enzyme E2 N (Homo sapiens), P61088 | inhibition, % at 20 µM | 330,000 tested, 0.47% active; in the data active means inhibition above about 45%, passing the limit was not always enough
Target sequence (P61088 whole entry, looked up): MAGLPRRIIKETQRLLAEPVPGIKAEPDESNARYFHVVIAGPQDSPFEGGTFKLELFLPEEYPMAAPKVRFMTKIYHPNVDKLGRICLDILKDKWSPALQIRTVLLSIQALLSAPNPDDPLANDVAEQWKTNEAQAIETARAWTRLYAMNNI
SENP8 block-2: SENP8 protease inhibitors, primary screen, biochemical, luminescence; AID 2540, 2010; Sentrin-specific protease 8 (Homo sapiens), Q96LD8; purified SENP8, Z-RLRGG-aminoluciferin cleavage; 330,000 tested, 1.2% active; inhibition, % at 10 µM; in the data active means inhibition above about 50%
Numbers without * were called inactive; i = inactive; & = joins results of further samples.

SMILES	SENP7 inh	A3G deaminase	Apaf-1 inh	SENP6 block	SENP8 block-1	SENP1 inh	UBC13 inh	SENP8 block-2
Cc1cccc(-c2noc(CN(C(=O)C34CC5CC(CC(C5)C3)C4)C(C)C)n2)c1	11	-1	28	-11	19	1	-4	-9
O=C1CCCCN1CC(=O)N1CCCC(Nc2ccc(F)cc2)C1 (stereo unspecified)	3	-8	-7	-4	20	1	4	-4
Cc1ccc(OCC(O)CN2CCN(Cc3ccc4c(c3)OCO4)CC2)c(C)c1 (stereo unspecified)	11	-2	-9	-7	11&20	-1&0	3	-9
O=C(Nc1ccc(Cc2nc3ccccc3s2)cc1)c1ccncc1	4	-1	1	8	3	5	1	4
CC1CCC(NC(=O)CCS(=O)(=O)c2ccc3c(c2)NC(=O)CS3)CC1 (stereo unspecified)	-13	-5	14	-15	8	3	-6	-8
O=S(=O)(Nc1cccc(F)c1)c1cccc2nsnc12	0	-9	-4	-16	4	1	4	4
O=C(COC(=O)CNC(=O)c1ccc(Cl)cc1Cl)NCc1ccco1	3	-3	3	-24	9	4	-1	5
Cc1ccc(S(=O)(=O)N2CCC(=O)N(CCOCc3cccc(Cl)c3)CC2)cc1	10	-10	26	-14	8	1	-6	-15
Cc1nn(C(C)C(=O)NCCC2=CCCCC2)c(=O)c2nn(-c3ccccc3)c(C)c12 (stereo unspecified)	9	-8	2	5	3	0	1	0
COc1cc(NC(=S)NC(C)(C)C)c(OC)cc1Cl	3	-1	-3	-5	15	1	-4	2
Cc1cccn2c(=O)c3cc(C(=O)NCCc4ccccc4)sc3nc12	-1	-4	28	-27	-304	-73	14	6
CS(=O)(=O)N1CCc2cc(C(=O)O)ccc21	-2	-1	-6	3	34	-1	-7	-7
CC(C)[C@H](NC(=O)N1CCn2c1nc1ccccc12)C(=O)NC1CC1	13	-5	-15	-3	-1	3	1	-8
CC1=CC(C)(C)N(C(=O)CNC2CCCCC2)c2cc(C)ccc21	0	-8	1	-24	14	0	11	1
CCOc1cc(C2c3c(n[nH]c3C)C(=O)N2c2ccc(C)cc2)ccc1O (stereo unspecified)	0	-3	11	3	10	-1	6	0
COc1ccccc1N(CC(=O)NC1CCCC1)C(=O)CNC(=O)c1cccs1	0	-7	-10	3	19	0	8	1
COC(=O)CSc1nc(C)cc(N2CCOCC2)n1	-2	-1	2	0	18	2	-17	-5
COc1ccc(/C=C2\SC(=S)N(NC(=O)c3csc4c3CCCC4)C2=O)cc1	7	-1	18	-6	16	-2	2	-9
COCCN(C(=S)Nc1ccc(C)c(C)c1)C(C)c1ccco1 (stereo unspecified)	7	-2	-1	-16	27	1	0	0
Cc1ccc(CN2CCS(=O)(=O)CC2)cc1	12	-1	-7	-3	9	2	1	7
O=C(COC(=O)c1cc([N+](=O)[O-])ccc1NCCO)Nc1cccnc1Cl	-3	-2	-3	5	18	1	-2	4
CCOC(=O)c1cc(-c2ccccc2)sc1NC(=O)C(C)Sc1nnc(N)s1 (stereo unspecified)	-4	-13	31	-24	-23	-2	-12	-6
O=C(O)c1ccc(S(=O)(=O)Nc2ccc(O)c(Sc3nc4ccccc4s3)c2)cc1	-2	0	2	-16	1	-1	2	2
O=C(CCCOC(=O)c1ccc(O)cc1O)c1ccccc1	7	0	6	13	-8	0	3	3
CCOC(=O)N1CCC(N(CCN(C)C)C(=S)Nc2cc(Cl)cc(Cl)c2)CC1	-2	1	15	7	27	-1	11	4

Overlap with the part before: 5 compounds; new compounds follow.
SMILES	SENP7 inh	A3G deaminase	Apaf-1 inh	SENP6 block	SENP8 block-1	SENP1 inh	UBC13 inh	SENP8 block-2
O=C(COC(=O)c1cc([N+](=O)[O-])ccc1NCCO)Nc1cccnc1Cl	-3	-2	-3	5	18	1	-2	4
CCOC(=O)c1cc(-c2ccccc2)sc1NC(=O)C(C)Sc1nnc(N)s1 (stereo unspecified)	-4	-13	31	-24	-23	-2	-12	-6
O=C(O)c1ccc(S(=O)(=O)Nc2ccc(O)c(Sc3nc4ccccc4s3)c2)cc1	-2	0	2	-16	1	-1	2	2
O=C(CCCOC(=O)c1ccc(O)cc1O)c1ccccc1	7	0	6	13	-8	0	3	3
CCOC(=O)N1CCC(N(CCN(C)C)C(=S)Nc2cc(Cl)cc(Cl)c2)CC1	-2	1	15	7	27	-1	11	4
NS(=O)(=O)c1ccc(N/N=C/c2ccc(C(=O)O)cc2)c([N+](=O)[O-])c1	-2	-2	-2	-5	29	2	-112	1
CC1(c2nnc(-c3cccc(Cl)c3)o2)CC(c2ccccc2Br)=NO1 (stereo unspecified)	4	-3	11	1	12	-1	10	1
CC(=O)N1CCc2cc(C(=O)CN3CCN(c4cccc(Cl)c4)CC3)ccc21	8	-6	1	0	11	-1	-4	5
COc1ccc(-c2nc3ncccc3o2)cc1NC(=O)c1cccs1	6	-4	8	-15	-11	3	-5	-3
COn1c(=O)c(-c2cccc(Br)c2)[n+]([O-])c2ccccc21	-4	-6	-8	20	-74	-5	-1	-5
C=CCOC(=O)/C=C/C(=O)NC(N)=O	-7	-6	-7	-2	15	0	1	-2
Cn1c(N)cc(-c2ccc(F)cc2)c(C#N)c1=O	0	-8	0	-17	-60	0	-4	-4
COc1ccc(OC)c(NC(=O)CCN2CCCCC2)c1	6	3	2	16	8	0	2	4
COC(=O)Cc1c(C)nc2nc(NCc3cccc([N+](=O)[O-])c3)[nH]n2c1=O	7	-7	-18	1	18	0	6	3
c1c(CC2CCCC2)nnn1C[C@H]1CC[C@@H]([C@@H]2CC[C@H](Cn3cc(CC4CCCC4)nn3)O2)O1	-1	-8	9	-3	-1	3	9	0
COc1ccccc1Nc1nc(N)nc(CSc2ncccn2)n1	1	0	1	-1	24	0	11	0
O=c1[nH]c(/C=C/c2ccc(Cl)cc2Cl)c([N+](=O)[O-])c(=O)[nH]1	2	0	28	-7	20	5	-17	-2
O=C(O)CCc1ccc(-c2ccc(Cl)cc2)n1CC(=O)O	-8	1	-17	-32	-90	-3	1	-6
COC(=O)c1scc(C)c1S(=O)(=O)Nc1ccc(C)cc1	-6	-8	3	-20	12	1	-5	-11
O=C(CCC(=O)N1CCOc2ccccc21)Nc1ccc(F)cc1F	0	1	3	4	0	3	3	2
O=S(=O)(NCc1ccc2c(c1)OCO2)c1c(F)cc(F)cc1Br	2	-7	8	4	2	2	2	5
N/C(=N\OC(=O)c1ccccc1Br)c1ccc([N+](=O)[O-])cc1	14	-7	-3	-3	2	2	-3	-29
CCOC(=O)CN1CC23C=CC(O2)C(C(=O)NCCc2ccccc2)C3C1=O (stereo unspecified)	-1	-6	-5	6	14	1	6	5
CCOC(=O)C1=NN(c2ccccc2)C2=NC(C)=C(C(=O)OC)C(c3ccc(C)cc3)N12 (stereo unspecified)	6	-1	-2	5	-2	-1	-5	1
O=C(NNc1nc(-c2ccc(Cl)cc2)cs1)c1ccco1	3	-6	3	-3	8	1	17	-3
O=c1c2ccccc2cnn1-c1ccc2ccccc2c1	82*	-6	-2	88*	-118	-2	11	67*
COC(=O)CCn1nnc(-c2cccs2)n1	2	-4	-6	-4	6	1	12	-2
Cc1ccc(S(=O)(=O)NC(=O)Nc2ccccc2)cc1	-9	-1	i	-2	11	1	-8	-7
COc1cccc(NC(=O)CN(C)C(=O)Cc2ccc3c(c2)OCCO3)c1	-7	-10	12	-2	-1	2	8	-7
COc1cccc(CN2CCCC(N3CCc4ccccc4C3)C2)c1O (stereo unspecified)	-2	-1	4	-3	0	-1	1	4

Carrying on:
SMILES	SENP7 inh	A3G deaminase	Apaf-1 inh	SENP6 block	SENP8 block-1	SENP1 inh	UBC13 inh	SENP8 block-2
COc1ccc(-c2cc(CNS(=O)(=O)c3ccc(NC(C)=O)cc3)on2)cc1	5	6	13	3	1	1	3	4
CCOC(=O)c1cc(C)nn1-c1nc(Cl)cc(OC)n1	-4	-3	-14	-12	3	3	4	-6
CCOc1ccc(OCc2ccc(C(=O)Nc3cccnc3)cc2)cc1	-11	-5	-51	-8	1	1	3	-10
Cc1ccc(S(=O)(=O)NC2CC(C)(C)NC(C)(C)C2)cc1C	-4	-4	0	-6	3	2	-1	7
CC(Nc1n[nH]c(=O)[nH]c1=O)C(=O)N/N=C/c1ccccc1 (stereo unspecified)	0	-4	-23	-19	3	1	-10	0
CC1=CC(C)C2C(=O)N(c3ccccc3)NC(=O)C2C1 (stereo unspecified)	1	-3	-2	-2	10	2	6	-1
Cc1cc(C)c(C#N)c(SCC(=O)C2CC2)n1	-6	-7	-1	-30	-427	-50	3	-8
C=CCc1cccc(C=Nc2cc(Br)ccc2O)c1O	-9	-4	-9	4	5	-4	-2	-6
O=C(Nc1ccccc1NS(=O)(=O)c1ccc(F)cc1)C1CCC1	-1	-11	-25	-14	7	1	1	2
CC1CCCC(C)N1/N=C/c1cccc(Br)c1 (stereo unspecified)	-5	-10	3	-29	18	3	7	-6
Cc1cccc(-c2ncc(CN3CCC(CO)(CCCc4ccccc4)CC3)cn2)c1	-3	-8	12	-2	-1	-7	-1	-9
CC1CC(C)CN(C(=O)/C(=C\c2ccccc2)c2ccccc2)C1 (stereo unspecified)	2	-6	14	5	6	1	4	3
O=C(COc1ccc2c3c(c(=O)oc2c1)CCC3)NCCCN1CCOCC1	2	-10	-6	7	-163	-1	2	-5
COc1ccccc1N1CCN(S(=O)(=O)c2cc3c(cc2C)NC(=O)CO3)CC1	-9	-12	19	-20	10	3	-8	-12
CCN(CC)C(=O)COc1coc(CN2CCN(c3ccccc3)CC2)cc1=O	-14	1	-2	-3	2	1	-5	-10
Cc1cc(C(=O)OCC(=O)NCCC(C)C)c2ccccc2n1	-7	-5	1	-13	26	7	-11	-11
CC(Sc1n[nH]c(N)n1)C(=O)Nc1cccc2ccccc12 (stereo unspecified)	3	-7	-11	-15	6	-3	10	2
O=C(Nc1ccccc1F)c1ccc(CN2CCN(c3ccccc3)CC2)cc1	6	0	12	23	15	2	0	-8
CNc1nc(SC(C)C(=O)Nc2ccc(Cl)c(Cl)c2)nc(N2CCOCC2)n1 (stereo unspecified)	-9	-13	5	-21	3	0	-5	-3
COC(=O)c1ccc(/C=N/NC(=O)C(=O)NCC2CCCO2)cc1 (stereo unspecified)	-20	-3	9	-16	-1	4	-3	-4
O=C(O)c1ccccc1C(=O)Nc1ccc(Oc2cccc(C(F)(F)F)c2)nc1	1	-8	-14	-10	0	2	4	-4
O=C(Nc1ccc(Cl)cc1)NC1CCCc2ccccc21 (stereo unspecified)	-12	-3	11	-6	17	3	-5	-3
CCOc1ccc2nc(NC(=O)c3ccccn3)sc2c1	98*	-4	-8	97*	-91	2	-11	94*
CC(C)(O)C(=O)NNC(=S)Nc1cccc(C(F)(F)F)c1	4	-10	-10	-23	2	2	3	-5
O=C(CCNC(=O)c1ccc(Br)cc1)Nc1ccccc1N1CCCC1	3	-2	6	14	4	-1	-5	15
COc1ccc(C(=O)NNC(=O)CSc2nnc(-c3cccnc3)n2C)cc1	-6	-4	-9	-8	9	0	0	1
C=CCNC(=O)c1cccc(Br)c1	-4	-14	-8	-9	0	2	-2	-5
CCN1CCCC1CN(Cc1cc2ccc(C)c(C)c2[nH]c1=O)C(=O)Nc1ccccc1OC (stereo unspecified)	-3	-7	5	-9	-44	-17	18	-1

Assay outcomes as filed in PubChem BioAssay.
